Assay outcomes: PubChem, The Scripps Research Institute Molecular Screening Center
CHO-K1 Ca ag: counter-screen for M1 agonists: effect in parental CHO-K1 cells; Fluo-8 calcium fluorescence; scaled to maximal ATP response, vehicle zero; activation, % at 3 µM; actives 0.48% (n = 360,000); AID 602248, 2012; in the data active means activation above about 15%;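 further: untransfected CHO-K1 host cells lacking M1 receptor as counterscreen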
V1aR counter: agonists of human V1a receptor, primary screen, counter-screen for OXTR agonist project, fluorescence, CHO-V1R cells; Vasopressin V1a receptor (Homo sapiens), P37288; Fluo-8 calcium fluorescence, agonist mode; 0% DMSO, 100% 3 nM vasopressin; activation, % at 3 µM; actives 0.25% (n = 320,000); AID 2797, 2010;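 active means activation above the mean activation of all tested compounds plus 3 SD, per screening run, cut at about 20% in these data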;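 further: signal is peak over basal fluorescence ratio across a 100 second FLIPR read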
M1 ag: human M1 muscarinic receptor agonists, primary screen, Fluo-8 calcium fluorescence, CHO-K1 cells, HTS. Muscarinic acetylcholine receptor M1 (Homo sapiens), P11229. CHO-K1 hM1, agonist mode; 0% DMSO, 100% acetylcholine EC100. activation, % at 3 µM. actives 0.33% (n = 360,000);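 active means activation above the run's mean compound activation plus 3 SD, cut at about 16% in these data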;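 further: peak over basal fluorescence ratio within a 140 s kinetic read after compound addition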
TAAR1 agonist: human TAAR1 agonists, primary screen, Fluo-8 calcium fluorescence, CHO RD-HGA16 cells; Trace amine-associated receptor 1 (Homo sapiens), Q96RJ0; vehicle wells 0%, saturating PEA agonist 100%; activation, % at 3 µM; actives 0.99% (n = 360,000); AID 624467, 2012;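 active means activation above the mean activation of all test compounds in the run plus 3 SD, cut at about 38% in these data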
Target sequence (Q96RJ0 whole entry, looked up): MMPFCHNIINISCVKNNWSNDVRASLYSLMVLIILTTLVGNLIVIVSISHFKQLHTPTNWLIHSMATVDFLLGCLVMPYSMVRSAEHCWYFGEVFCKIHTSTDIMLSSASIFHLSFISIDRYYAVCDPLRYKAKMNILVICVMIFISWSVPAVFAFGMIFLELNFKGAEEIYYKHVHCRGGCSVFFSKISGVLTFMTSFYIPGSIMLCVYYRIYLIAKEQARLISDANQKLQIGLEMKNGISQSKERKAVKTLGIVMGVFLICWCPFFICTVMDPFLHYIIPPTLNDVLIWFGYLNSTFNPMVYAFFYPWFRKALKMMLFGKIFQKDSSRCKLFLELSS
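Benchmarks: low control DMSO, high control PEA (EC100); System: CHO RD-HGA16 cells carrying human TAAR1 plus Gα16; Detection: Fluo-8 fluorescence, 5 s baseline then 140 s kinetic read; Schedule: 17-24 h plating, Fluo-8 75 min 37 °C, 30 min RT; Read-out basis: % activation from peak over basal fluorescence ratio, DMSO-to-PEA scaled.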
OXTR potentiator: human OXTR potentiators, primary screen, fluorescence, CHO-OTR cells, Fluo-8 calcium | Oxytocin receptor (Homo sapiens), P30559 | Fluo-8 calcium fluorescence, potentiator mode; 0% = oxytocin EC15, 100% = EC100 | activation, % at 3 µM | actives 0.061% (n = 320,000) | AID 2445, 2010;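 active means activation above that plate's cutoff, the mean activation of tested compounds plus 3 SD, cut at about 6.6% in these data, passing the limit was not always enough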;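 further: 100% uses oxytocin at 75 nM as the full agonist control; some results filed as inactive read as strong as hits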
Target sequence (P30559 whole entry, looked up): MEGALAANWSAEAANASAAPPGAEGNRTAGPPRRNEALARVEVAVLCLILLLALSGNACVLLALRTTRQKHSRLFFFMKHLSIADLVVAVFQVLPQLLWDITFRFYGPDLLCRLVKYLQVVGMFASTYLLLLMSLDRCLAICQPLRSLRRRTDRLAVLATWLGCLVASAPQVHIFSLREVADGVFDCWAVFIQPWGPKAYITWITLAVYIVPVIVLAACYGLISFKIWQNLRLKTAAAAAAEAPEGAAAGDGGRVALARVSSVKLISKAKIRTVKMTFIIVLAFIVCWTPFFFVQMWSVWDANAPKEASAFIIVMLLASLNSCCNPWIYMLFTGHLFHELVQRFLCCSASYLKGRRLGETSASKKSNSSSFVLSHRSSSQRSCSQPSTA
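Dosing: Single dose, 3.0 µM nominal final compound concentration | Material: Human OTR in CHO cells | Technique: Kinetic Fluo-8 calcium fluorescence | Benchmarks: EC15 oxytocin alone as 0%, 75 nM oxytocin as 100% | Probe or stimulus: Oxytocin at about EC15, sub-maximal agonist stimulus | Incubation: Compound 6 min at room temperature before oxytocin, 100 s read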
M1 PAM parental: nonselective calcium activators in parental CHO-K1 cells, primary screen, counter-screen for M1 PAM project, cell-based, Fluo-8 calcium fluorescence, full deck, 1536-well; ATP EC20; 0% at ATP EC20, 100% at ATP max; activation, % at 3 µM; actives 0.02% (n = 360,000);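 active means activation above the run cutoff, the mean activation of all test compounds plus 3 SD, cut at about 40% in these data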;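 further: peak over basal fluorescence ratio in a 140 s read after ATP addition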
CHO parental Ca: ATP-evoked calcium signal inhibitors, parental CHO, primary screen, counter-screen for OX1R antagonist project, cell-based, fluorescence, Fluo-8 calcium dye; parental CHO-K1, ATP-induced calcium, Fluo-8 fluorescence; inhibition, % at 5.6 µM; actives 0.63% (n = 330,000); AID 463079, 2010;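 active means inhibition above that plate's mean sample inhibition plus 3 SD, cut at about 26% in these data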;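 further: 0% = ATP-challenged DMSO wells and 100% = DMSO wells without ATP; some compounds past the cut are filed as inactive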
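Material: Parental CHO cells | Reagent: ATP | Compound dosing: Single nominal dose of 5.6 µM per compound | Detection: Intracellular calcium via Fluo-8 no-wash fluorescent dye | Read-out: % inhibition of ATP-induced calcium mobilization | Benchmarks: Low control ATP plus DMSO, high control DMSO only | Replicates: Singlicate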
TAAR1 antag: human TAAR1 antagonists, primary screen, Fluo-8 calcium fluorescence, CHO RD-HGA16 cells; inhibition, % at 3 µM; antagonist; actives 1.5% (n = 360,000);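 active means inhibition above a per-plate cutoff, the mean inhibition of test compounds on that plate plus 3 SD, cut at about 49% in these data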;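 further: 0% = DMSO plus EC80 beta-PEA response and 100% = DMSO alone without agonist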
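test system = CHO RD-HGA16 cells bearing hTAAR1 | replication = singlicate | controls = DMSO-only wells and EC80 β-PEA-stimulated wells | reagent = EC80 β-phenethylamine stimulus | read-out basis = percent inhibition of PEA-evoked calcium signal, max/basal emission ratio | schedule = seeding 17-24 h prior, 75-min 37 °C, 30-min RT dye loading | signal = kinetic Fluo-8 calcium fluorescence measurement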
CHO-K1 Ca antag: M1 antagonist counterscreen hit in parental CHO-K1 cells; inhibition, % at 3 µM; AID 602250; actives 0.6% (n = 360,000); ATP-induced calcium, Fluo-8 fluorescence;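 active means inhibition above a per-plate cutoff, the plate's mean sample inhibition plus 3 SD, cut at about 24% in these data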;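 further: 0% = DMSO plus EC80 ATP and 100% = DMSO alone without ATP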
* hit, by the source's call; / = no result given.

Screens in order: M1 PAM parental, CHO parental Ca, V1aR counter, CHO-K1 Ca ag, OXTR potentiator, TAAR1 antag, M1 ag, CHO-K1 Ca antag, TAAR1 agonist
COc1ccc(NC(=O)Nc2cccc(Cl)c2Cl)c(OC)n1
→ -12, -23, 0.0, -0.5, -13, -14, -8, 3, 2
Cc1cc(N2CCCCC2)nc2ccc(NC(=O)c3ccc(Br)o3)cc12
→ 9, -20, -1.6, 0.3, -11, -14, -2, -7, 7
CCCCNC(=O)c1c(C)cc(=O)oc1C
→ 0, -3, -0.3, -0.9, 6, 11, -4, -15, 6
CCC(=O)Nc1cccc(NC(=O)c2cc3ccccc3o2)c1
→ 5, -19, 4.8, 3.4, -12, 7, 1, 3, 17
CCCNC(=O)c1onc(CSc2ccc(F)cc2)c1C(=O)NCCC
→ 7, -23, -0.8, -0.6, 1, 20, -5, -5, 2
CCCCOc1cccc(-c2nnc(N)s2)c1
→ 2, -19, -1.2, -0.6, 6, -5, -2, 15, -5
O=C(C1CCCO1)N1CCN(C(=S)Nc2ccc(Cl)cc2)CC1 (centres undefined)
→ 11, 14, 0.7, 0.5, -1, -9, -5, -5, 2
CCOC(=O)C1(C)CCN1C(=O)c1ccco1 (centres undefined)
→ 5, /, /, 0.1, /, -6, -1, -1, 1
O=C(O)[C@H](Cc1ccccc1)N1Cc2ccccc2C1=O
→ -2, 3, 0.9, 0.3, 2, -14, -5, 10, 0
CCCC(O)(c1ccc(OC)cc1)C(CN1CCOCC1)c1ccccc1 (centres undefined)
→ 2, -19, -0.8, 0.8, -4, 8, -8, -7, 4
CC1CCN=C(N)S1 (centres undefined)
→ 20, -3, 1.5, 0.7, -5, -4, -4, -5, 1
Cc1noc(NS(=O)(=O)c2ccc(NC(=O)c3ccc(N(C)C)cc3)cc2)c1C
→ 3, -10, 0.2, 1.7, -6, 16, -3, 3, -2
O=C(c1noc2c1CCCC2)N1CCCCC1
→ 24, 1, -0.6, 0.8, -7, -5, -1, -12, 3
O=C1NCCN(Cc2ccoc2)C1CC(=O)N(Cc1ccccc1)CC1CCC1 (centres undefined)
→ 21, -3, 1.2, 0.7, 0, -2, -3, -12, 1
COc1cc(=O)[nH]c(SC(C)C(=O)Nc2nc3c(s2)CCCC3)n1 (centres undefined)
→ 6, 2, -0.5, 0.2, 6, -35, -1, -10, -1

Quoted from the entries so far (nine entries):
Screens in order: M1 PAM parental, CHO parental Ca, V1aR counter, CHO-K1 Ca ag, OXTR potentiator, TAAR1 antag, M1 ag, CHO-K1 Ca antag, TAAR1 agonist
Cc1cc(N2CCCCC2)nc2ccc(NC(=O)c3ccc(Br)o3)cc12
→ 9, -20, -1.6, 0.3, -11, -14, -2, -7, 7
CCCCNC(=O)c1c(C)cc(=O)oc1C
→ 0, -3, -0.3, -0.9, 6, 11, -4, -15, 6
CCC(=O)Nc1cccc(NC(=O)c2cc3ccccc3o2)c1
→ 5, -19, 4.8, 3.4, -12, 7, 1, 3, 17
CCCNC(=O)c1onc(CSc2ccc(F)cc2)c1C(=O)NCCC
→ 7, -23, -0.8, -0.6, 1, 20, -5, -5, 2
CCCCOc1cccc(-c2nnc(N)s2)c1
→ 2, -19, -1.2, -0.6, 6, -5, -2, 15, -5
O=C(C1CCCO1)N1CCN(C(=S)Nc2ccc(Cl)cc2)CC1 (centres undefined)
→ 11, 14, 0.7, 0.5, -1, -9, -5, -5, 2
CCOC(=O)C1(C)CCN1C(=O)c1ccco1 (centres undefined)
→ 5, /, /, 0.1, /, -6, -1, -1, 1
O=C(O)[C@H](Cc1ccccc1)N1Cc2ccccc2C1=O
→ -2, 3, 0.9, 0.3, 2, -14, -5, 10, 0
CCCC(O)(c1ccc(OC)cc1)C(CN1CCOCC1)c1ccccc1 (centres undefined)
→ 2, -19, -0.8, 0.8, -4, 8, -8, -7, 4

Continued.
Screens in order: M1 PAM parental, CHO parental Ca, V1aR counter, CHO-K1 Ca ag, OXTR potentiator, TAAR1 antag, M1 ag, CHO-K1 Ca antag, TAAR1 agonist
CCCCn1c(N)c(N(C)C(=O)c2cc3c(s2)CCCCC3)c(=O)[nH]c1=O
→ -16, -4, 0.6, 1.6, -4, -28, -1, -7, -2
CC(C)C[C@H](NC(=O)c1cc2cc(Cl)ccc2n1C)C(=O)N1CCC(C(=O)O)CC1
→ 9, /, /, 0.2, /, -18, -1, -11, 4
c1ccc(-c2ncc(CN3CCN(c4ccccn4)CC3)[nH]2)cc1
→ 17, -24, -1.0, 0.2, 0, -24, -8, -9, 2
Cn1c(SCC(=O)N2c3ccccc3CCc3ccccc32)nnc1-c1ccc(O)cc1
→ 0, -13, 1.6, -0.1, 3, -8, -5, 4, 2
CCc1nnc(NC(=O)c2ccc(S(=O)(=O)N(CCOC)CCOC)cc2)s1
→ 28, -7, 0.5, 3.3, -2, -2, -1, -2, 5
Cc1ccc2c(c1)N(CC(=O)N1CCCCC1)C(=O)CO2
→ 20, -19, -0.7, 0.8, -11, 1, -3, -9, -2
CCOc1ccc(NC(=O)COC(=O)c2n[nH]c3ccccc23)cc1
→ 17, -3, 5.5, 2.2, -11, -2, 3, -10, 4
O=C(O)c1ccc(COc2ccc3c4c(c(=O)oc3c2)CCC4)o1
→ -3, -3, 0.2, -0.3, -17, -1, 0, 11, 13
COc1ccc(C(=O)N2CCN(C)C(=O)[C@@H]2C)cc1OC1CCN(C(C)C)CC1
→ -9, -3, 0.7, 0.0, -2, -15, -5, 4, 1
CCOC(=O)C(CC(C)C)CP(=O)(O)CNC(=O)OCc1ccccc1 (centres undefined)
→ 11, 5, 0.4, 1.0, -9, 3, -2, -14, 1
COc1cccc(/C=C2/SC(=O)N(CC(=O)N3CCc4ccccc4C3)C2=O)c1OCC(=O)O
→ 15, -9, 1.1, -0.4, -9, -25, -2, -12, 8
Cc1ccc(C(=O)c2c(NC(=O)c3ccncc3)sc3c2CCCC3)cc1
→ 6, -12, 0.0, 0.2, 2, 2, -6, 11, 15
CCOc1ccc(C(=O)NCC(=O)NCC(c2ccc(OC)cc2)N2CCCC2)cc1 (centres undefined)
→ -19, -10, -0.2, -0.5, -2, 1, -8, 12, -1
COc1ccc(C2NCCc3cc(OC)c(OC)cc32)cc1OC (centres undefined)
→ 15, -12, 0.2, 0.4, -5, 2, 0, -12, 0
Cn1c(=O)c2c(nc3n2CCCN3CCc2ccccc2)n(C)c1=O
→ -6, -17, 1.1, 2.0, -8, -18, -3, -3, 3
CC(C)Oc1ccc(S(=O)(=O)N2CCCCC2)cc1NC(=O)C1=NN(c2ccccc2)C(=O)CC1
→ 15, /, /, 0.2, /, -12, -3, -5, 3
OC(c1cc(Cl)cc(Cl)c1)c1ncc(-c2cccc(F)c2)[nH]1 (centres undefined)
→ 5, /, /, 5.0, /, 15, 4, -7, 31
COc1ccc2ccccc2c1CN1CCSCC1
→ 12, /, /, 0.0, /, 8, -6, -2, -1
CCCc1cc(=O)[nH]c2nnc(SCC(=O)NC3CCCC3)n12
→ -15, -5, 0.4, 1.5, -1, -10, 0, 17, 0
Cc1cccc(N2CCN(C(=O)c3cccc(S(=O)(=O)N4CCCCC4)c3)CC2)c1C
→ 0, -29, -0.2, 0.4, -4, -5, -2, -10, -1
O=C(O)C1C2CCC(CC2)C1C(=O)N1CCN(Cc2ccc(F)cc2)CC1 (centres undefined)
→ 17, 4, 1.7, 0.4, 3, -17, -3, -10, 1
Cc1ccc(/C=C/C(=O)c2ccccc2)cc1
→ 4, -17, -1.2, 0.0, -6, -22, -6, -8, 2
CN(Cc1nccn1C)C(=O)C1CCC(=O)N(Cc2cccc(C(F)(F)F)c2)C1 (centres undefined)
→ 1, 5, 0.1, 0.5, -17, -12, -3, -9, 0
N#Cc1cccc(NC(=S)Nc2ccccc2)c1
→ 19, -14, 1.0, 2.1, -10, 14, 0, -4, 9
O=C(NC1CCN(S(=O)(=O)c2cccc([N+](=O)[O-])c2)CC1)C1CCCCC1
→ 3, -7, 1.6, 0.7, -6, -5, -5, -12, 3
Cc1cc(C)c(NC(=S)N(CCCN2CCN(C)CC2)Cc2cccs2)c(C)c1
→ 1, -5, 1.1, 0.4, 2, -13, -7, -4, 0
Cc1ccc(-n2nc(-c3ccccc3)cc2Nc2ccccc2N)cc1
→ 7, -23, 0.8, 5.7, -5, 5, -7, 2, 0
CC(=O)c1ccc(S(=O)(=O)Nc2cc3c(cc2C(C)=O)OCO3)cc1
→ -4, -20, 0.7, 4.1, 1, -2, -14, 1, 4
O=C1c2ccccc2C(=O)c2c(NCc3cccnc3)cccc21
→ 24, 2, 3.0, 1.5, -2, 10, -3, -15, 13
COc1cc2c(cc1OC)CN(S(=O)(=O)c1cccs1)CC2
→ 8, 1, 0.4, 1.3, -6, 11, -2, -14, 2
COc1cccc(OCC(O)CO)c1 (centres undefined)
→ 9, -4, -0.5, 0.1, 0, -2, -5, 0, 8
COC(=O)C1CCN(C(=O)CSc2ccccc2)CC1
→ 8, -10, 1.1, -0.7, -5, 12, 0, 11, -1
COc1ccccc1CNC(=O)COC(=O)c1cc(=O)c2ccccc2o1
→ -3, 0, 0.2, 2.4, -1, 1, 0, -9, 1
O=C(N/C(=C/c1cccnc1)C(=O)N1CCCCCC1)c1ccccc1
→ 7, -9, 0.1, 0.8, -8, 0, -2, -13, -1
COCCNC(=O)CSc1nc(-c2ccc(OC)c(OC)c2)cc(C(F)(F)F)n1
→ 12, -15, -0.6, 0.1, -3, -3, -2, 0, 11
CC(C)CC(=O)Nc1c2c(nn1-c1cccc(Cl)c1)CS(=O)(=O)C2
→ 3, -14, -1.1, -0.5, 1, -1, 0, -1, 7
COc1ccc(C(=O)N2CCN(C)C(C)C2)cc1OC1CCN(C(C)=O)CC1 (centres undefined)
→ 10, -10, 1.0, 1.1, -9, -21, -4, 0, 1
